High-throughput results deposited in PubChem BioAssay by several laboratories.
iPSC survival up: enhancers of single-cell hiPSC survival, primary screen, ATPlite luminescence; 100% = ROCK inhibitor wells, 0% = DMSO; survival enhancement, % at 20 µM; AID 602274, 2012; 0.044% of 360,000 active; in the data active means survival enhancement above about 18%;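 further: cells exposed to compounds for 16 hours before the ATP read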
TWEAK-Fn14 inh: inhibitors of TWEAK-Fn14 signaling, primary screen, luciferase reporter cells, uHTS. TWEAK-stimulated Fn14 reporter cells, luciferase luminescence, 8 h. inhibition, % at 10 µM. 2% of 360,000 active. AID 1159606, 2016; in the data active means inhibition above about 50%
KKLEB tox: cytotoxicity in KKLEB CF airway cells, primary screen, cytotoxicity control for CF NF-kB inhibitor project, cell-based, uHTS, fluorescence assay plates; activity change (cytotoxicity), % at 5 µM; 0.36% of 360,000 active; AID 602141, 2011; KKLEB CF airway cells viability, ATPlite luminescence, overnight; active compounds read low; cells stimulated with P. aeruginosa culture filtrate;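 active means corrected activity change at or below -50% at 5 µM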
Peg3 prom inh: Peg3 promoter-driven luciferase inhibitors, primary screen, cell-based, HeLa, luciferase luminescence; HeLa PEG-Prom luciferase reporter, overnight; inhibition, % at 20 µM; 1.7% of 360,000 active; AID 588405, 2011;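 active means inhibition of at least 50% at 20 µM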
NR2E3 ag-1: NR2E3 agonists in two-hybrid cells, primary screen, cell-based, luminescence, CHO-S, Gal4-NCOR/VP16-NR2E3; inhibition of corepressor binding, % at 3.98 µM; 0.35% of 360,000 active; Photoreceptor-specific nuclear receptor (Homo sapiens), Q9Y5X4; luciferase; AID 602229, 2012;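 active means inhibition above the mean of all tested compounds plus 3 SD, cut at about 70% in these data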;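 further: 0% = DMSO with NR2E3 transfected cells and 100% = cells lacking NR2E3 construct; higher means lower luciferase signal from less NR2E3 corepressor binding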
Target sequence (Q9Y5X4 whole entry, looked up, the tested form may be a part): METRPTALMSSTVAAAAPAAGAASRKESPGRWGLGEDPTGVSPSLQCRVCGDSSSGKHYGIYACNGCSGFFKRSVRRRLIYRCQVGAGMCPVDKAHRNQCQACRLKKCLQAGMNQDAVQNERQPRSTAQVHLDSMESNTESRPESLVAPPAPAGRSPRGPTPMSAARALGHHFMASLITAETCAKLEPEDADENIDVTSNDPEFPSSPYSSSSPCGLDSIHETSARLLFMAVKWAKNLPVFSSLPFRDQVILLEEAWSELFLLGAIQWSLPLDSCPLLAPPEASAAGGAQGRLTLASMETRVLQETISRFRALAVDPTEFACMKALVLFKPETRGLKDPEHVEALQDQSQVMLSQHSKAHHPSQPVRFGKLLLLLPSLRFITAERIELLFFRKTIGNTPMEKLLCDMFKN
HIF-2a block: HIF-2a reporter inhibitors, primary screen, luminescence, 786-0 RCC cells. 786-0 RCC cells HIF-2a reporter, luciferase luminescence, overnight. inhibition, % at 18.8 µM. 0.72% of 360,000 active. AID 624352, 2012;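 active means inhibition of the luminescence signal of 40% or more relative to plate controls, in a single-dose primary screen at 18.75 µM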
aDG glyco up: activators of alpha-DG glycosylation, primary screen, uHTS, Pro5-aDG cells, AlphaScreen; alpha-DG glycosylation AlphaScreen (IIH6); 0% Pro5, 100% B10-LARGE cell signal; activation, % at 10 µM; 0.22% of 360,000 active; AID 624168, 2012;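 active means activation of at least 8% versus controls, or a plate z-score of at least 8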;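 further: Pro5 are CHO cells carrying HIG-tagged alpha-DG that lacks glycosylation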
NR2E3 ag-2: inhibitors of NR2E3-RetCOR corepressor binding, primary screen, NR2E3 agonist project, biochemical, TR-FRET, GST-NR2E3, biotin-RetCOR | AID 2300, 2010 | inhibition of corepressor binding, % at 4.78 µM | 1536-well | Photoreceptor-specific nuclear receptor (Homo sapiens), Q9Y5X4 | 0.12% of 320,000 active;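 active means percent inhibition above the cutoff of mean plus 3 SD of all tested compounds, set per screening campaign, cut at about 20% in these data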;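 further: 0% = DMSO wells and 100% = biotin wells as full block of FRET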
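Test system – NR2E3–RetCOR corepressor complex · Quantity – NR2E3 fusion 1.35 nM · Buffer or medium – Tris pH 7.5 · Incubation – Compound–protein incubation for 5 h at 4 °C · Technique – TR-FRET, Eu(K)-anti-GST donor, streptavidin-D2 acceptor, ex 340, em 617/671 nm · Evaluation – percent inhibition of 671/617 nm emission ratio versus biotin and DMSO controls · Plate – 1536-well format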
Shn3 3UTR inh: reduction of Shn3 3'UTR firefly luciferase signal, primary screen, Schnurri-3 inhibitor project, cell-based, Clone20 osteoblasts, set 2 | Clone20 osteoblast Shn3 3'UTR firefly luciferase, 24 h | inhibition, % at 12.5 µM | 0.52% of 360,000 active;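 active means mean inhibition of at least 75% with every replicate also reaching 75%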;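 further: 0% = median of neutral control wells and 100% = pilot-screen positive control compound; some compounds past the cut are filed as inactive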
CF NFkB inh: inhibitors of PAF-induced NF-kB signaling, primary screen, cell-based, GFP fluorescence, uHTS; KKLEB NF-kB-GFP reporter, GFP fluorescence overnight; inhibition, % at 5 µM; 0.86% of 360,000 active; AID 588850, 2011;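 active means at least 50% inhibition at 5 µM, scaled per plate between neutral and stimulator controls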;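 further: PAF is a Pseudomonas aeruginosa culture filtrate used as stimulus; plate controls were PAF-stimulated DMSO wells for no effect and unstimulated DMSO wells for full effect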
TRPM1 prom inh: inhibitors of MITF-dependent TRPM1 promoter reporter, primary screen, cell-based, SK-MEL-5, single point, luciferase | SK-MEL-5 TRPM1 promoter luciferase, 24 h | inhibition, % at 12.5 µM | 0.83% of 330,000 active | AID 488899, 2010;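 active means mean inhibition across replicates of 60% or more, whatever share of single replicates reaches that level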; further: values of inactives mirror those of a sister screen read the other way
* marks the source's active call; other numbers are inactive results; · = no result given.

Molecule,CF NFkB inh,Peg3 prom inh,HIF-2a block,TWEAK-Fn14 inh,TRPM1 prom inh,aDG glyco up,NR2E3 ag-2,iPSC survival up,NR2E3 ag-1,Shn3 3UTR inh,KKLEB tox
CCN(CC#CCC1(O)c2ccccc2-c2ccccc21)C(C)C,-12,-6,0,-1,4,-0.1,-2,0.8,4,-18,5
COc1cccc(NC(=O)Cn2nc(Cc3cccnc3)c3ccccc3c2=O)c1,16,-4,6,-31,·,0.1,3,-0.1,0,0,-30
c1ccc(CSc2nnc3c(n2)OC(c2ccco2)Nc2ccccc2-3)cc1 (stereo not given),-1,4,-34,-10,-3,-0.1,0,0.6,-15,-17,3
Oc1ccccc1C=NCCN1CCN(CCN=Cc2ccccc2O)C1c1ccccc1O (stereo not given),6,13,10,29,19,0.1,·,-2.6,21,3,-10
CCCNC(=O)C1(C)CCCN(C(=O)c2ccccc2OC(F)(F)F)C1 (stereo not given),4,13,4,7,·,0.0,·,-0.8,-32,9,-10
Cc1ccc2ccccc2c1C(O)c1ncc(-c2ccc(Cl)cc2)[nH]1 (stereo not given),28,17,3,2,·,0.1,·,-1.7,-1,6,-24
CN(C)N=Nc1ccc(S(=O)(=O)NC(Cc2ccccc2)C(=O)O)cc1 (stereo not given),-21,10,12,2,5,-0.2,-5,1.8,10,13,25
O=C(OC1CCN(c2ncc(C(F)(F)F)cc2Cl)CC1)c1ccc(Cl)cc1,8,7,3,14,5,-0.2,0,0.3,-3,-5,-2
CCOC(=O)C1=C(C)NC2=C(C(=O)c3ccccc32)C1c1ccc(O)cc1 (stereo not given),-2,22,-1,4,-4,0.3,-6,0.6,2,-23,-5
Cc1sc(N)nc1C12CC3CC(CC(C3)C1)C2,-6,-1,10,6,-4,-0.1,6,0.1,-10,-47,6
C#CCOCCOCCOCCNc1nc(N2CCN(C(=O)[C@H](CCCCN)n3cc(CCCC)nn3)CC2)nc(N2CCN(C(=O)[C@H](Cc3ccc(O)cc3)n3cc(CCO)nn3)CC2)n1,-9,-7,13,-5,0,-0.3,3,0.6,-17,-8,11
CN(CC(=O)Nc1cccc(F)c1)C(=O)c1cn2ccccc2n1,-2,19,1,15,4,0.3,3,-0.7,-8,-7,9
COC(=O)C(Cc1c[nH]c2ccccc12)NC(=O)c1cc(-c2ccc(OC)c(OC)c2)oc1C (stereo not given),-13,-7,-26,11,-2,0.0,-1,1.2,23,-14,6
Cc1ccc(C(=O)CN2C(=O)C(C)Oc3ccccc32)cc1 (stereo not given),-6,-125,-191,-23,-18,1.7,2,-0.7,-52,-50,5
CCOC(=O)c1nn(-c2cccc(C)c2)c2nnc(Cc3ccc(C)cc3)c(=O)n12,8,0,23,-7,-1,-0.1,-1,-0.1,-3,5,8
CCc1cc(-c2n[nH]c(C)c2-c2nc(C)cs2)c(O)cc1OC,18,27,23,18,12,0.8,4,-2.8,-34,9,-3
COC(=O)c1ccc(NC(=O)CSc2nc(N)c(NC(=O)c3ccc(Br)o3)c(=O)[nH]2)cc1,0,5,14,18,-12,1.2,4,2.3,-13,20,12
C(=N\n1cnnc1)/c1cccnc1,9,5,9,11,-1,-0.3,1,0.6,-6,16,-2
COc1ccc(NC(=O)COC(=O)Cc2ccc(Br)cc2)cc1,3,-17,11,14,2,-0.3,6,1.6,13,-9,5
CCN(CC)C(=O)C(=O)c1cccn1-c1ccc(C#N)cc1,5,-2,21,41,13,-0.2,1,-0.7,28,20,3
COc1ccc(CCN=c2c([N+](=O)[O-])nn(-c3cccc(C)c3)n2O)cc1OC,1,2,-1,-12,19,0.2,-2,1.0,-5,2,12
Cc1noc(C)c1COc1ccccc1C(=O)NC(C)CCc1ccccc1 (stereo not given),-23,15,12,-10,2,1.6,·,-0.3,24,-5,-14
CCOc1cc(C2NC(=O)NC(C)=C2C(=O)NCc2ccccc2)c(Cl)cc1O (stereo not given),11,2,17,4,-3,0.4,-1,-0.9,10,-3,-7
COC(=O)c1cc(OC)c(OCc2cc(C(=O)OC)oc2C)c(OC)c1,-4,3,10,-7,-9,-0.2,2,2.2,-10,4,-8
Cc1ccccc1OC1=NS(=O)(=O)c2ccccc21,-26,10,8,7,-13,0.1,2,-0.3,1,10,14
Cc1ccc(Sc2nc3c(c(=O)[nH]c(=O)n3C)n2CCc2ccccc2)cc1,37,8,3,-15,·,-0.1,3,2.9,-19,31,-6
CN(CC(=O)Nc1ccccc1N1CCOCC1)S(=O)(=O)c1ccc(Cl)cc1,-8,18,11,24,-15,0.0,5,-2.6,-32,44,3
CCC(C(=O)N1CCN(Cc2ccc3c(c2)OCO3)CC1)n1c(=O)[nH]c2ccccc2c1=O (stereo not given),-15,-10,10,-1,0,-0.1,0,0.0,-2,-5,-12
CCOC(=O)c1c(C)c(C(=O)NCc2cccs2)c(C)n1CC,1,4,12,-21,9,0.5,0,-1.4,-6,-7,-14
COC(=O)c1ccc(COC(=O)c2cccnc2Cl)cc1,-12,-96,-114,-23,-11,0.1,1,-0.6,-18,13,2
COc1ccc(N(CC(=O)NCc2cccnc2)S(=O)(=O)c2ccccc2)c(OC)c1,-18,0,5,1,7,-0.2,2,0.3,-5,-10,5
O=C(Nc1cccc(OC(=O)c2ccc(Br)o2)c1)c1ccccc1,-26,-105,-117,-22,-20,0.3,-4,0.0,-30,-17,20
Cc1ccccc1Nc1ncc(C#N)c(N)n1,6,-14,-29,-3,·,0.0,3,0.3,-11,-5,-3
S=c1[nH]nc(C2CCCCC2)n1/N=C/c1ccccc1Cl,-30,23,17,-31,-1,-0.2,1,-0.3,-16,1,-19
O=C(Cc1cccs1)NCc1ccc(Cl)cc1Cl,3,-215,-210,-12,-76,0.2,-6,0.3,-72,-54,1
COc1cccc(-n2c(=O)c3c(C)c(C(=O)N(C)C)sc3n(CC(=O)NCCc3ccc(OC)c(OC)c3)c2=O)c1,0,14,18,-23,-3,-0.1,-2,0.2,-25,-4,6
COc1ccc(OC)c(NC(=O)CSc2nnc(CNC(=O)c3ccccc3F)o2)c1,3,10,11,-18,6,-0.1,1,0.2,-9,-16,9
Cc1cc(NC(=O)c2cccc([N+](=O)[O-])c2)n(-c2ccccc2)n1,-7,-2,4,14,-1,0.0,3,-1.0,-9,-16,7
COCCNC(=O)CN1C(=O)COc2ccc(S(=O)(=O)N3CC(C)CC(C)C3)cc21 (stereo not given),-4,6,-2,-18,7,0.5,-6,-0.6,-1,0,15
CC(Sc1nncs1)C(=O)NCc1ccc2c(c1)OCO2 (stereo not given),5,-1,-3,3,2,-0.2,2,0.6,-21,-14,3
CSCC[C@H](NC(=O)Nc1ccc(OC(F)(F)F)cc1)C(=O)O,8,15,11,-10,5,-0.1,3,-0.5,-5,11,-10
Cc1ccccc1NC(=O)C(NC1CCCCC1)C(C)C (stereo not given),-1,-2,20,-8,2,-0.1,-2,0.6,-10,3,-7
CCOc1ccccc1N1CCN(C(=O)c2cc(C)oc2C)CC1,-7,11,-9,-9,18,0.4,-1,-2.1,-15,-13,-17
O=S(=O)(c1ccccc1)N1CCC2(CC1)OCCO2,-4,0,2,6,-4,-0.2,3,0.0,-3,8,-9
CCCCC(C)n1[nH]c(=O)cc1N (stereo not given),-12,0,4,-2,-2,-0.1,5,-1.1,-8,-3,-5
N=C1C(c2nc3ccccc3[nH]2)=C(O)CN1NC(=O)c1c[nH]c2ccccc12,-22,22,19,5,10,-0.3,2,0.3,11,0,11
Cc1cccc(NC(=O)c2ccccc2SCc2ccc(F)cc2)n1,-16,10,6,5,·,0.1,4,1.2,-35,1,8
O=C(NCc1n[nH]c(=S)n1-c1ccc(Cl)c(Cl)c1)c1ccc(S(=O)(=O)N2CCOCC2)cc1,3,2,13,9,-16,-0.1,1,-0.5,-38,0,4
Cc1nn(C)cc1CNC(=O)c1cccc(Cl)c1,-15,6,-2,-4,-9,-0.3,0,0.5,4,-23,6
COc1ccc(NC(=S)N(CCCN2CCCC2)Cc2ccco2)cc1,3,-7,9,-18,-2,-0.1,1,-0.9,-7,-13,-6
CC1CCCCN1Cc1ccc(N(C)C)cc1 (stereo not given),0,6,16,3,-15,-0.1,3,-1.1,-2,-4,-2
Cc1ccccc1NC(=O)Cc1nc(COC(=O)c2cccc(C)c2O)cs1,15,-5,2,-26,8,0.0,0,0.1,-15,-9,7
Cc1cccc(OCCCC(=O)Nc2ccccc2C(F)(F)F)c1,11,5,-3,-8,-1,-0.1,2,-0.8,-8,15,-9
COc1ccc(CCN(Cc2nc3ccccc3c(=O)[nH]2)C(=O)c2ccco2)cc1OC,0,12,14,9,2,0.0,4,-2.6,-13,9,3
CN(CC(=O)Nc1ccccc1Cl)C(=O)c1cccc(-n2cccc2)c1,-6,18,4,14,3,0.0,-2,0.2,8,-2,0
COc1ccc(OCC(O)CN2C(=O)c3ccccc3C2=O)cc1 (stereo not given),2,7,-4,-1,·,0.0,0,-0.3,-68,-6,-10

(listing goes on)
Molecule,CF NFkB inh,Peg3 prom inh,HIF-2a block,TWEAK-Fn14 inh,TRPM1 prom inh,aDG glyco up,NR2E3 ag-2,iPSC survival up,NR2E3 ag-1,Shn3 3UTR inh,KKLEB tox
COc1cccc(COC(=O)C2CCN(C(=O)c3ccccc3C)CC2)c1OC,-8,-1,14,-28,2,-0.1,4,0.1,6,4,-7
CCCN1CCN(C(=O)c2oc3ccccc3c2NC(=O)C2CC2)CC1,12,-20,-7,14,-8,0.4,2,-0.4,4,-10,-1
Cc1cc(C)c(C#N)c(SCc2[nH]nc3c2C(c2ccccc2)C(C#N)=C(N)O3)n1 (stereo not given),-16,11,-15,-1,-9,-0.2,-6,-0.7,-11,-7,2
O=C(O)c1ccc(-n2nnnc2Oc2cccc3cccnc23)cc1,-2,17,16,-17,0,0.6,3,3.7,-3,42,11

Not a hit list. Share with any hit: about 4.4%.
